TLR9-MyD88 block: inhibitors of human TLR9-MyD88 binding. inhibition, % at 4.98 µM. CHO BLA complementation TLR9-MyD88, CCF4 FRET ratio. 340,000 compounds, 0.21% hits;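 active means inhibition above the mean over all tested compounds plus 3 SD, cut at about 21% in these data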;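 further: 0% = DMSO only wells and 100% = clavulanate BLA inhibitor control wells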
SRC2 inh: human SRC2 (NCOA2) inhibition; inhibition, % at 9 µM; Q15596; 370,000 compounds, 0.17% hits; HEK293 GAL4-SRC2 luciferase reporter, luminescence;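 active means inhibition above the mean inhibition of all tested compounds plus 3 SD, set per campaign, cut at about 52% in these data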;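 further: 0% = DMSO treated cells and 100% = cells given Gossypol at 36 µM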
NR2F2 inh: NR2F2 (human) inhibition, primary screen. HEK293T NGFI-A luciferase reporter, luminescence. 370,000 compounds, 0.7% hits. P24468. inhibition, % at 8.6 µM;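 active means inhibition above a per-plate cutoff, mean inhibition of test wells between control levels plus 3 SD, cut at about 38% in these data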;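 further: cells cotransfected with COUP-TFII expression vector driving the NGFI-A reporter; 0% = median of COUP-TF2 test wells and 100% = reporter-only cells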
Target sequence (P24468 whole entry, looked up): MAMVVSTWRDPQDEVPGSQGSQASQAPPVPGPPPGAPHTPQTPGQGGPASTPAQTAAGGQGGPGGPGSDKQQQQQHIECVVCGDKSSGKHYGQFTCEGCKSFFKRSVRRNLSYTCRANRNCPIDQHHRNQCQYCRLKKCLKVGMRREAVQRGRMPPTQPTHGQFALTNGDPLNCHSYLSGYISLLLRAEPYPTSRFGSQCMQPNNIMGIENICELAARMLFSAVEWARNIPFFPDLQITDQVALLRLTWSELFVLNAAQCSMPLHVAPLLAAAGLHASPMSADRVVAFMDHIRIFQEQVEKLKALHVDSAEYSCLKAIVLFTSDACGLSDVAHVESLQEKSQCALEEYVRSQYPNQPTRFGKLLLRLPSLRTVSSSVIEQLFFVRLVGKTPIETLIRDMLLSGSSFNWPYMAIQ
NR5A2 inv ag: suppresses constitutive activity of human LRH-1; HEK293T StAR-luciferase reporter, LRH-1 transfected, 24 h; inhibition, % at 3.6 µM; 360,000 compounds, 0.13% hits; AID 602396;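 active means inhibition above the mean inhibition of all tested compounds plus 3 SD, cut at about 73% in these data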;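 further: 0% = DMSO wells and 100% = reporter-only cells lacking LRH-1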
NOD2-RIPK2 inh: NOD2-RIPK2 protein interaction inhibition | inhibition, % at 4.98 µM | 360,000 compounds, 0.38% hits | CHO BLA complementation NOD2-RIPK2, CCF4 ratio | O43353 | AID 624267; in the data active means inhibition above about 21%;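 further: 0% = vehicle only and 100% = reference blocker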
Target sequence (O43353 whole entry, looked up): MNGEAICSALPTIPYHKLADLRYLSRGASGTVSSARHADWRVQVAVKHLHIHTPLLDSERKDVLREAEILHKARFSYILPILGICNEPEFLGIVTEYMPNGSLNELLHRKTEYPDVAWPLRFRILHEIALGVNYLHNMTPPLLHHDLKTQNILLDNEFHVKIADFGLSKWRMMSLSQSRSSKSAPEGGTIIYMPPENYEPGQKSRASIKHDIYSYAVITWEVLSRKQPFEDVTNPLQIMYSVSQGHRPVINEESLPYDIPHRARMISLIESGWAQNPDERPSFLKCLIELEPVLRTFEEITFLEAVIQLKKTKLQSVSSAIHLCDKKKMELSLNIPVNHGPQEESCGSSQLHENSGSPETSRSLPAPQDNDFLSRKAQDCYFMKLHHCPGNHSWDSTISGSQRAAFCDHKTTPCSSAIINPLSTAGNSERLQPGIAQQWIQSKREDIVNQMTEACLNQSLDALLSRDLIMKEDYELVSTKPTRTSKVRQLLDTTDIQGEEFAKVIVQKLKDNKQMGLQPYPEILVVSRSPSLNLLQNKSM
Granule exo inh: lytic granule exocytosis inhibition. TALL-104 LAMP-1 surface exposure, flow cytometry; cells stimulated with thapsigargin and PMA. inhibition, % at 10 µM. 360,000 compounds, 0.66% hits. AID 651702;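 active means inhibition above about 55%, limit read from the data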
TROY signal inh: inhibitors of TROY-dependent NF-kB signaling | Q293 LMP1-TROYcd NF-kB luciferase reporter, 4 h | inhibition, % at 10 µM | 360,000 compounds, 0.98% hits;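 active means compounds whose plate-normalised and pattern-corrected inhibition of the luciferase reporter signal at the single screening dose is 50% or more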
SRC1 inh: inhibits human SRC1 coactivator. Q15788. HEK293 GAL4-SRC1 luciferase reporter, luminescence. inhibition, % at 3.6 µM. 360,000 compounds, 0.12% hits;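 active means inhibition above the campaign mean plus 3 SD, with each screening campaign given its own cutoff, cut at about 60% in these data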;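 further: 0% = DMSO treated cells and 100% = gossypol at 36 µM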
TWEAK Fn14 block: TWEAK-Fn14 signaling inhibition; 360,000 compounds, 2% hits; AID 1159606; inhibition, % at 10 µM; TWEAK-stimulated Fn14 reporter cells, luciferase luminescence, 8 h; in the data active means inhibition above about 50%
SRC3 inh: inhibitors of human steroid receptor coactivator 3 (SRC3); Q9Y6Q9; HEK293 GAL4-SRC3 luciferase reporter, luminescence; inhibition, % at 3.6 µM; 360,000 compounds, 0.17% hits;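 active means inhibition above a per-campaign cutoff, the mean of all compounds plus 3 SD, cut at about 60% in these data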;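 further: 0% = DMSO-treated cells and 100% = gossypol-treated cells at 36 µM; higher means less SRC3-driven luciferase light from the GAL4 reporter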
ABHD5-PLIN5 inh: blocks binding of human ABHD5 to perilipin-5; Q00G26+Q8WTS1; Split G. princeps luciferase complementation, luminescence, 4 h; inhibition, % at 4 µM; 360,000 compounds, 0.78% hits; AID 602281;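 active means inhibition above the mean inhibition across every tested compound plus 3 SD, cut at about 22% in these data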;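 further: 0% = DMSO only wells and the 100% control is not disclosed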
* marks the source's active call; other numbers are inactive results; . = no result given.

smiles | Granule exo inh | TLR9-MyD88 block | SRC3 inh | ABHD5-PLIN5 inh | TWEAK Fn14 block | NR5A2 inv ag | SRC1 inh | NOD2-RIPK2 inh | NR2F2 inh | TROY signal inh | SRC2 inh
CCn1cc(/C=C(\NC(=O)c2ccccc2F)C(=O)NCCCn2ccnc2)c2ccccc21 | 0 | 0 | 26 | 18 | 2 | 9 | 1 | 7 | 3 | -11 | 3
NCc1cccc(CNc2ccc([N+](=O)[O-])cc2C(N)=O)c1 | 6 | -2 | -10 | 2 | 9 | -9 | -15 | -10 | -21 | -2 | -15
COc1ccc(C(C)C)cc1S(=O)(=O)NCCCn1ccnc1 | 11 | 14 | -1 | 9 | -3 | -26 | 0 | -3 | -11 | -19 | 4
Fc1ccc2[nH]c3c(N4CCc5ccccc5C4)ncnc3c2c1 | 51 | . | 32 | 12 | 58* | 17 | 19 | -5 | 74* | 18 | 8
COc1ccc(NC(=O)Cn2c(=O)n(Cc3ccco3)c(=O)c3ccccc32)cc1 | 0 | -8 | 15 | 10 | -1 | 6 | -14 | -5 | -8 | -4 | -2
COc1ccc(/C=N/N(C)C2=NS(=O)(=O)c3ccccc32)cc1 | -8 | -2 | -27 | 0 | -23 | 4 | -3 | 3 | -4 | -12 | -6
Fc1ccc2cc(-c3ccccc3F)ncc2c1 | 2 | -18 | -69 | 5 | -19 | -49 | -54 | -8 | -21 | -72 | -31
Cc1ccc(C2=N/C(=C\c3ccc(F)cc3)C(=O)N2)cc1 | 2 | -2 | -44 | 2 | -18 | -5 | -39 | 5 | -24 | -29 | -24
CC(=O)NCCc1ccc(C(=O)COC(=O)c2cccn2C)cc1 | -4 | -11 | -17 | 0 | 12 | -4 | -24 | 4 | -8 | -24 | -65
CCCOc1ccc(N2C(=O)CC(SCCc3nc4ccccc4[nH]3)C2=O)cc1 (stereo not given) | -7 | -5 | 28 | -4 | 7 | -7 | 5 | 4 | 4 | -30 | -32
Cc1ccc(Cl)cc1N1CCN(C(=O)COc2ccc3c(c2)CCC3)CC1 | 0 | -6 | -6 | -5 | -10 | -16 | 12 | -3 | -10 | -2 | 2
COc1ccc(C(=O)O)cc1NC(=S)NC(=O)CSc1ccc(Cl)cc1 | 2 | -11 | -10 | 3 | -2 | -11 | 3 | 1 | -26 | 0 | 16
Cc1cc(NC(=O)CCC(=O)N(c2ccc(F)cc2)C2(C(=O)NC3CCCCC3)CCCC2)no1 | -1 | 2 | -1 | 2 | 8 | 20 | -13 | -2 | 17 | 8 | 0
O=C(CN(C(=O)CNS(=O)(=O)c1ccccc1)c1ccc2c(c1)OCCO2)NCc1ccco1 | -2 | -3 | 11 | -1 | -3 | 8 | -30 | -4 | 3 | 44 | 8
Cc1cccn2c(=O)c(C=Nc3ccccc3)c(NCCO)nc12 | -2 | 1 | 2 | 4 | 11 | 0 | 18 | -5 | -12 | -18 | -12
Cc1cc(=O)oc2cc(OCC3CC(c4ccccc4)=NO3)ccc12 (stereo not given) | 8 | 1 | -23 | 0 | -15 | -22 | -34 | 1 | . | -29 | .
O=C1CC[C@@H](OCc2ccccc2)CCN1CC[C@H](Sc1ccccc1)c1ccccc1 | 2 | 2 | 7 | 7 | -11 | -7 | 0 | 3 | -6 | -5 | -18
Cc1ccc(S(=O)(=O)N2CCN(C(=O)COC(=O)c3cc(C)oc3C)CC2)cc1 | -1 | 10 | 11 | -9 | 5 | 12 | -9 | -4 | 21 | -5 | 23
Cc1cc(C)c[n+](C(C)C(=O)c2ccc(-c3ccccc3)cc2)c1 (stereo not given) | 1 | 2 | 40 | 5 | 27 | 49 | 17 | 5 | 35 | 35 | -5
CNC(=S)NCC(O)c1ccc([N+](=O)[O-])cc1 (stereo not given) | 0 | -6 | 5 | -6 | 16 | 26 | -6 | 10 | 6 | -15 | 13
Cc1cccc(N2CCN(C(=O)CSCc3c(C)noc3C)CC2)c1C | 1 | 1 | -7 | 5 | 34 | 17 | 10 | 9 | . | 5 | .
Cc1ccc(-c2nc(=S)c3c(n2Cc2ccco2)CC(C)(C)OC3)cc1 | 61* | 1 | 0 | 55* | 1 | 5 | -10 | 4 | . | 2 | .
COc1cccc2sc(Nc3nnc(-c4ccccc4Cl)o3)nc12 | 7 | -9 | -6 | 5 | 0 | 40 | -8 | 5 | -6 | -5 | 4
O=C(NCCc1cccs1)C1CC1 | 0 | 0 | 12 | 1 | -3 | -10 | 8 | -13 | -21 | 12 | -4
Cc1ccc(S(=O)(=O)c2nc(-c3cccs3)oc2NCCCN(C)C)cc1 | -12 | 4 | 2 | 2 | 0 | 3 | 9 | -8 | -13 | -4 | 0
O=C(c1ccco1)N1C(=O)c2cccc3c(S(=O)(=O)N4CCCC4)ccc1c23 | -1 | -6 | -6 | 7 | 7 | 7 | -5 | -10 | -3 | -9 | -21
CSc1nc2c(cc1C#N)CCCCC2 | 1 | -6 | 8 | -5 | 4 | -12 | -12 | 6 | -26 | 7 | -26
COc1ccc(-c2nc3c(c4nnc(SC(C)C(=O)Nc5ccccc5)n24)COC(C)(C)C3)cc1 (stereo not given) | 2 | -2 | 11 | 1 | 15 | -34 | -12 | -7 | -4 | -2 | 12
Nc1nnc(-c2cccc([N+](=O)[O-])c2)s1 | -4 | . | 8 | -2 | -18 | 0 | -4 | -10 | -3 | 1 | -3
CN(c1ccc(Cl)cc1)c1cc2c(c3c1ccn3C)C1CCC2C1 (stereo not given) | -2 | . | 4 | -12 | 5 | 14 | -10 | 1 | -10 | 3 | 20
CCCCCc1c(O)nc(SCCN(CC)CC)[nH]c1=O | 0 | -7 | 17 | 5 | 14 | 4 | 9 | 2 | 5 | -2 | 1
O=C(COC(=O)c1ccc(Cl)c([N+](=O)[O-])c1)Nc1ccccc1OC(F)F | 0 | -6 | -3 | -6 | 3 | 12 | 9 | 1 | 3 | -8 | -7
CC(=O)NC(C)(c1ccccc1)c1nc(-c2cccc(C#N)c2)cs1 (stereo not given) | 4 | . | -19 | -3 | 0 | -1 | -19 | -1 | -8 | -1 | 18
Cc1c(C(=O)NC(C)CN2CCCCC2)oc2ccccc12 (stereo not given) | 2 | 5 | 14 | 13 | 8 | 4 | 1 | -4 | -6 | 21 | -19
O=C(CCCc1ccccc1)NCCS(=O)(=O)N1CCN(c2ccc(F)cc2)CC1 | 5 | -3 | -1 | -3 | -10 | 12 | 3 | 2 | 3 | 10 | -26
Cc1cc(C)cc(NC(=S)NCc2ccc(F)cc2)c1 | 0 | 1 | 16 | -7 | 11 | 6 | -1 | -3 | 16 | 3 | -18
O=C(CCc1ccccc1)NC1(Cc2ccccc2)CCN(CCCc2ccccc2)C1=O (stereo not given) | -5 | -19 | -19 | -1 | 12 | 12 | -6 | 3 | 8 | 7 | 1
COc1ccc(/C=C2\C(=N)N3N=C(CC(=O)N4CCOCC4)SC3=NC2=O)cc1 | 1 | -3 | 12 | -5 | 8 | -16 | 3 | 9 | 8 | -18 | -20
COc1c(C)c2c(c(O)c1C/C=C(\C)CCC(=O)O)C(=O)OC2 | 0 | 6 | -77 | 2 | -7 | 23 | -6 | -11 | -30 | 5 | -84
CCC(C)(C)NC(=O)C(c1ccc(C)cc1)N(CC1CCCO1)C(=O)CNC(=O)c1cccs1 (stereo not given) | 0 | 3 | 15 | 7 | -1 | 6 | -2 | -4 | 6 | -13 | -6
O=C(NCCOc1ccccc1)c1ccccc1NC(=O)C1CCCO1 (stereo not given) | -3 | 13 | -61 | 3 | -10 | -89 | -99 | -7 | -49 | -44 | -32
CCOC(=O)C1(Cc2cccc(OC)c2)CCN(Cc2cc(OC)ccc2OC)CC1 | 2 | 4 | 26 | 2 | -9 | 12 | 8 | -11 | 16 | 8 | -2
CCNC(=O)C1(C)CCN(C(=O)c2cccs2)C1 (stereo not given) | 1 | . | 0 | -2 | 12 | -13 | 2 | -1 | . | 3 | .
Cc1onc(-c2c(F)cccc2Cl)c1C(=O)ONC(=O)c1ccco1 | 4 | -4 | 21 | 4 | -6 | -1 | 6 | 3 | 4 | -2 | 11
Cc1nn2c(=O)c(NC(=O)c3ccc(F)cc3)cnc2s1 | 2 | 3 | -10 | 3 | -22 | -3 | -10 | 1 | -19 | -17 | 4
O=S(=O)(NC1CC1)c1ccc(Br)cc1N1CCC[C@H]1CO | 0 | -5 | 6 | -1 | 4 | -2 | -19 | -1 | -6 | 2 | -4
Cc1ccc2c(c1)N(CC(=O)N1CCCc3ccccc31)C(=O)C(C)O2 (stereo not given) | 6 | -5 | -6 | 5 | 20 | 15 | -1 | 4 | 3 | 15 | 0
COc1ccc(NC(=O)CN2c3cccc4cccc(c34)S2(=O)=O)cc1OC | -2 | -5 | 18 | 1 | 4 | 23 | 8 | 0 | 27 | 13 | -1
CCOC(=O)c1cccc(NC(=O)c2ccc(-n3cnnn3)cc2)c1 | -2 | -15 | 2 | 0 | -14 | 1 | -20 | 2 | -2 | 1 | 30
COc1ccc(OC(C)C(=O)N(C)Cc2nc(-c3ccc(C)cc3)no2)cc1 (stereo not given) | 11 | 5 | 16 | 1 | 19 | 8 | 8 | -11 | 14 | 3 | 5
O=S1(=O)CCO[C@H]2Cc3ccccc3[C@H]2N1Cc1ccc(F)cc1 | -3 | -9 | 14 | 2 | 3 | -9 | -9 | 0 | 5 | 3 | 8
CCCOC(=O)c1ccc(NS(=O)(=O)c2cccs2)cc1 | 0 | -2 | -11 | 5 | -24 | 0 | 5 | 4 | -9 | 3 | 9
Cc1ccc(OCc2cc(C(=O)NCc3cnn(-c4cccc(F)c4)c3)no2)cn1 | -2 | -1 | -9 | 1 | 1 | -2 | 9 | 11 | 3 | 3 | -15
COc1ccc(C(=S)N2CCOCC2)cc1OC(=O)c1ccc(C)cc1 | 12 | -14 | 18 | -6 | 5 | 2 | 4 | 2 | 1 | -3 | -1
COc1ccc(CN(C)C(=O)c2cc(S(=O)(=O)N3CCOCC3)ccc2N2CCCC2)cc1 | 2 | 3 | 11 | 5 | -4 | 11 | 5 | -18 | 13 | -12 | 4
O=C(NCc1ccccn1)c1cc(-c2ccccc2Cl)nc2ccccc12 | 1 | -1 | 12 | -5 | 16 | 18 | -4 | -2 | -5 | 2 | 11
CC(CN1CCN(Cc2ccccc2)CC1)OC(=O)c1ccco1 (stereo not given) | -2 | 4 | 6 | 2 | -13 | 6 | -2 | -7 | 10 | 2 | 0
c1ccc2oc(-c3ccc4nc[nH]c4c3)nc2c1 | -2 | 1 | -75 | 2 | -4 | -155 | -108 | -10 | -36 | -2 | -61

Only part of the results is shown; rates above refer to the full screens.
